Eya2 phos inh = inhibitors of human Eya2 phosphatase activity. recombinant Eya2, OMFP fluorescence dephosphorylation (OMFP is methylfluorescein phosphate). 330,000 tested, 0.006% active. Potency, µM (highest dose often 76.9 µM), for the others: at the highest dose activity, negative = inhibition, usual class: inhibitors. O00167. AID 488837; also: potency is read from the fitted curve at half-maximal effect; % is scaled to controls: 0 for no effect and ±100 for the full control effect
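Eya2 (0.2 uM) preincubated 10 min at ambient with compound, then OMFP substrate added at 50 uM; 10 min reaction in 50 mM HEPES pH 7.5, 50 mM NaCl, 5 uM MgCl2, 0.05% BSA, 1 mM DTT. Fluorescence read at Ex 485/Em 525 nm.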
TSHR antag = human thyrotropin receptor antagonism | 330,000 tested, 0.2% active | AID 504810 | TSHR-expressing cells, TSH-stimulated cAMP HTRF, 2 h; active compounds read low | activity change, negative = inhibition, % at 11.5 µM | P16473;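 active = activity change below a set negative limit, meaning inhibition stronger than a set level, cut at about -70% in these data; inconclusive = activity change between two set negative limits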; also: % is scaled to controls: 0 for no effect and ±100 for the full control effect
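TSHR-expressing cells were treated with compounds, then stimulated with TSH at EC80 (4nM final) for 2 hours at 37 deg C. Cellular cAMP was measured by HTRF competition between lysate cAMP and cAMP-d2 for a cryptate-labelled anti-cAMP antibody.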
TCR activator = activates T cell receptor signaling; primary human leukocytes, anti-CD3, IL-2 HTRF, 48 h; Potency, µM (series often up to 9.22 µM), for the others: at the top dose activation of IL-2 secretion, hits mostly activators; 330,000 tested, under 10 active; AID 504894; also: % of control where 0% means no effect
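Human primary leukocytes + a-CD3 beads + cpd, 48 hr; IL-2 in supernatant by HTRF (ex 320nm / em 665nm). No co-stimulatory signal supplied.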
Integrin act MD = integrin-mediated muscular dystrophy alleviation activation; alpha7betagal myoblasts, beta-gal FDG fluorescence, 48 h; Potency, µM (titrated, usually from 38.3 µM), without a hit: at the highest dose activation, actives largely listed as activators; 350,000 tested, 0.064% active;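 also: potency is read from the fitted curve at half-maximal effect; 100% = response of the positive control SU9516; nearly all actives have a fitted effect of over 60% in size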
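alpha7betagal+/- myoblasts (passage 13, 250/well) treated 48 h at 37C with compounds at 1:260 dilution of DMSO stock. Lysed, then beta-galactosidase activity read as FDG fluorescence (ex 480/em 540) after 30 min, with pre-read for autofluorescence.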
Chronic BCR inh = chronic active BCR signaling inhibition; AID 493014; ABC-DLBCL IkBa-CBG/CBR reporter, luminescence ratio, 4 h; 340,000 tested, 0.05% active; Potency, µM (titrated, usually from 46.1 µM), for the others: top-dose ratio change, negative = lower green/red ratio, actives largely listed as inhibitors; active = well fitted inhibition curve with a large enough effect in the signal ratio, with a control signal flat, not every such curve was filed as active; inconclusive = small, poorly fitted or top-dose-only effect, or effect the other way, or a change in a side signal; the % refers to the signal ratio;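 also: potency is read from the fitted curve at half-maximal effect; plate controls were basal doxycycline-induced cells for no effect and cells given 10 µM MG132 for full effect; MG132 reads +100%, hits lower the ratio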
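TMD8 human ABC-DLBCL cells with doxycycline-inducible IκBα–green luciferase fusion and unfused red luciferase, in 0.5% FBS medium; compounds up to 46 uM, 4 h at 37C. Green/red luminescence ratio, filter-overlap corrected, fitted to concentration-response curves.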
S-ASM inh = inhibitors of human secretory acid sphingomyelinase; placental ASM, HMU-PC fluorogenic substrate, 60 min; Potency, µM (titrated, usually from 57.5 µM), without a hit: top-dose activity change, negative = inhibition, usual class: inhibitors; 340,000 tested, 0.006% active; AID 504937; also: potency is read from the fitted curve at half-maximal effect
Target sequence (P17405 47-631 limits assumed): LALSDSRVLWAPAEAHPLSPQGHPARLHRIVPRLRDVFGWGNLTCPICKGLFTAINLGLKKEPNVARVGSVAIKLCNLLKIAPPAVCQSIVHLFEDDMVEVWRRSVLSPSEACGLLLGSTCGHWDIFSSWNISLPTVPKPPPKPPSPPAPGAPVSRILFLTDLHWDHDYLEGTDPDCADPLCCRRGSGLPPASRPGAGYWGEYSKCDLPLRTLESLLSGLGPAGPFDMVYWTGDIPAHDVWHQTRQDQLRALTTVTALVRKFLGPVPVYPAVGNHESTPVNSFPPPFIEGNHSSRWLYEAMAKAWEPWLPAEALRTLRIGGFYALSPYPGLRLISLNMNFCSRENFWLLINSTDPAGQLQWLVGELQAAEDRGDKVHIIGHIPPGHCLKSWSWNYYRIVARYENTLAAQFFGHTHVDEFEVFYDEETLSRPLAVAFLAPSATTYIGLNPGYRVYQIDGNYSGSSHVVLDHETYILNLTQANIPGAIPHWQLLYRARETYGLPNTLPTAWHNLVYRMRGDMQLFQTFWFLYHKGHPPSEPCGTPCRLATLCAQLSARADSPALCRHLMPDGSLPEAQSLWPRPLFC
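Steps: dispense placental human ASM, pin compound, wait 10 min at room temperature, add HMU-PC0 substrate at 9 uM final, incubate 60 min at 37 °C, add stop solution raising pH to 10, read fluorescence.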
AT treatment = potential ataxia-telangiectasia treatment; […] A-T fibroblasts, KAP-1 phosphorylation AlphaLISA; neocarzinostatin DNA damage 30 min before lysis; Potency, µM (highest dose often 57.5 µM), without a hit: top-dose activation, actives largely listed as activators; 320,000 tested, 0.19% active; AID 485349; also: potency is read from the fitted curve at half-maximal effect; % of control where 0% means no effect; nearly all actives have a fitted effect of over 45% in size
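ATM-like activity read as KAP-1 phosphorylation via AlphaLISA donor/acceptor antibody pairs after lysis and 6 hr at 25C. Cells were ATM-null patient fibroblasts ([…], hTERT), dosed 60 min, then exposed to the DSB inducer NCS for 30 min.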
ELG1 DNA repair = ELG1-dependent DNA repair inhibition; HEK293T ELG1-luciferase reporter, luminescence, 16 h; DNA damage induced by 5-fluorouridine; Potency, µM (top dose mostly 46.1 µM), for the others: at the top dose activity change, negative = inhibition, hits mostly inhibitors; 330,000 tested, 2.3% active; AID 504467; also: potency is read from the fitted curve at half-maximal effect; % is scaled to controls: 0 for no effect and ±100 for the full control effect; nearly all actives have a fitted effect of over 55% in size
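Reporter activity after DNA damage by 5-fluorouridine is monitored. Compound-treated cells incubate 16 hr at 37 °C, then ONE-Glo is added for 30 min before luminescence reading.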
PTAP TSG101 blk = blocks PTAP/TSG101 interaction to inhibit HIV-1 budding; Q99816; Potency, µM (series often up to 115 µM), for the others: at the top dose activity change, negative = inhibition, actives largely listed as inhibitors; Fluorescence polarization, FITC-PTAP peptide / Tsg101 binding; 340,000 tested, under 10 active; active = well fitted inhibition curve with a large enough effect in the main read-out, with a control signal flat, not every such curve was filed as active; inconclusive = small, poorly fitted or top-dose-only effect, or effect the other way, or a change in a side signal; inactive = no such curve, though single readings can be large or run the other way; also: potency is read from the fitted curve at half-maximal effect; % of control where 0% means no effect
Target sequence (Q99816 whole entry, looked up): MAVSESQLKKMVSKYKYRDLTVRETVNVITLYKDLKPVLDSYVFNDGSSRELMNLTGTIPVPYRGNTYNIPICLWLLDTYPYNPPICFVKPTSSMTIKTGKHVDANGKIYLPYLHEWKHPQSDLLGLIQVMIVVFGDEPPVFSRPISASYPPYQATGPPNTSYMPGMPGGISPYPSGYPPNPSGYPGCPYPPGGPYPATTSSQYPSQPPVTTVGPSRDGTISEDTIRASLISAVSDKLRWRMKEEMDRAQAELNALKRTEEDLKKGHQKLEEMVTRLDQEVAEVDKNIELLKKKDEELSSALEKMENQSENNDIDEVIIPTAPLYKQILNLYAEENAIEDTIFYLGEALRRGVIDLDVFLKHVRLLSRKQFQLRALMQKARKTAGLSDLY
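Tsg101 binding domain (10 uM final) was mixed with compound and a FITC-labeled PTAP peptide (50 nM final) in HEPES pH 7.5 buffer with NaCl, Tween 20, EDTA and TCEP; fluorescence polarization was read after 20 min at r.t.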
Mito fusion act = inhibitors of mitochondrial division or activators of mitochondrial fusion; S. cerevisiae fusion-defective mutant growth rescue, CellTiterGlo 48 h; Potency, µM (highest dose often 46.1 µM), inactives show at the top dose growth rescue (activation), hits mostly activators; 320,000 tested, 0.23% active; AID 485298;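 also: potency is read from the fitted curve at half-maximal effect; % of control where 0% means no effect; nearly all actives have a fitted effect of over 45% in size; temperature-sensitive fusion mutants such as fzo1-1 at 37 °C on non-fermentable ethanol glycerol medium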
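Yeast fusion mutant, YPEG (non-fermentable carbon), compound, 48 h at 37C non-permissive; CellTiterGlo added, 10 min RT, luminescence read. Rescued growth = division inhibition.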
Tb PFK inh = inhibitors of T. brucei phosphofructokinase; T. brucei PFK, ADP-Glo luminescence; AID 485367; O15648; 330,000 tested, 0.17% active; Potency, µM (series often up to 57.5 µM), for the others: at the top dose activity, negative = inhibition, hits mostly inhibitors;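 also: potency is read from the fitted curve at half-maximal effect; 0% = uninhibited 1x PFK enzyme wells and -100% = no-enzyme wells; nearly all actives have a fitted effect of over 60% in size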
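Compounds were pin-transferred as a titration series up to 57 uM into substrate buffer (0.5 mM F6P, 0.1 mM ATP, pH 8.0), then 1.25 nM PFK was added and reactions ran 45 min before ADP-Glo detection.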
* = called active by the depositor; ? = inconclusive; . = not tested or not shown; [ ] = another dose, or the depositor's remark. Unless noted, calls follow the shape of the dose curve; as a rule, active = well fitted curve in the direction sought with a large enough effect; inconclusive = small, poorly fitted or top-dose-only effect, or another doubt; inactive = no such curve, though single readings can be large; an effect the other way counts as inactive or inconclusive.

SMILES | Eya2 phos inh | TSHR antag | TCR activator | Integrin act MD | Chronic BCR inh | S-ASM inh | AT treatment | ELG1 DNA repair | PTAP TSG101 blk | Mito fusion act | Tb PFK inh
Cn1cc(Br)cc2nc(C(F)(F)F)nc1-2 | 6% | -2 | 2% | ? | 19% | 4% | 5% | 0% | 2% | 5% | -5%
COc1ccc(NC2CC(=O)N(CCc3ccccc3)C2=O)cc1 (configuration not stated) | 0% | 3 | -5%[46.1 µM] | -7% | -10% | 0% | -5% | 10% | -1% | 8% | -1%
COc1ccccc1/C=C1\SC(=S)N(CCC(=O)NCCCn2ccnc2)C1=O | 7% | -7 | -27% | 6% | ? | -1% | -2% | -4% | 3% | 3% | -2%
CCc1ccc(NC2=CC(=O)CC(C)(C)C2)cc1 | 5% | -8 | -3% | -11% | 0% | 4% | -2% | 17% | -1% | 6% | 0%
Cc1ccc(CSc2nc3nc(C)cc(C)c3c(=O)[nH]2)cc1 | 10% | -3 | 6% | 0% | ? | -7% | -4% | -8% | -2% | 25% | 2%
COc1ccccc1CNC(=O)C1CCCN(S(=O)(=O)c2cccs2)C1 (configuration not stated) | -1% | -3 | 0% | -24% | 0% | -3% | 1% | -14% | -6% | 0% | -2%
CC(=O)N1N=C(c2ccc(C)o2)CC1c1cccc(F)c1 (configuration not stated) | 8% | 0 | -4% | -9% | -5% | 7% | -4% | -1% | -7% | 4% | -5%
S=C(NCCc1ccccn1)Nc1ccc(Cl)cc1 | -3% | 10 | -1%[46.1 µM] | -20% | ? | 1% | -9% | ? | -2% | 0% | -2%
CCC1CCc2c(sc(NC(C)=O)c2C#N)C1 (configuration not stated) | -4% | 6 | 2%[46.1 µM] | -8% | ? | -1% | -5% | 27% | -3% | ? | -5%
Cc1ccccc1OCC(O)Cn1c(N2CCCCC2)nc2c1c(=O)[nH]c(=O)n2C (configuration not stated) | -7% | -14 | 2% | -11% | 8% | 4% | 0% | -6% | -9% | -1% | -1%
CSc1nc(C(=O)N2CCCC(N3CCN(c4ccccc4C)CC3)C2)cs1 (configuration not stated) | -7% | 4 | 3% | -24% | 0% | 4% | 19% | ? | -2% | 2% | 1%
CCOC(=O)c1c(C)n(OCc2ccccc2)c2ccc3nonc3c12 | 3% | 8 | 1% | -37% | 23% | 415%[activator] | 1% | ? | 1% | 5% | 8%
Cc1c(C(=O)N2CCOCC2)sc(NC(=O)CCl)c1C#N | 18% | -1 | 6% | -39%[inhibitor] | -1% | -1% | -1% | ? | 0% | -26% | -1%
O=C(NC(=S)Nc1ccccc1Cl)C1CC1 | -4% | -12 | -1% | -18% | ? | -2% | 20% | ? | -9% | -7% | -2%
O=C(Nc1ccccc1N1CCN(c2ccccc2)CC1)C1CCCCC1 | 20% | 2 | -3% | 7% | 4% | -3% | 6% | 0% | -12% | -2% | 8%
COc1cccc([C@@H]2CC=C(C(=O)O)[C@H](c3ccc(Cl)cc3)N2S(=O)(=O)c2ccc(C)cc2)c1 | -10% | -7 | 5% | 1% | 10% | 1% | -7% | 2% | . | -1% | -19%
COc1ccccc1CN(CC(=O)NCc1ccco1)C(=O)CNS(=O)(=O)c1ccc(C)cc1 | -6% | -5 | -1% | 6% | 13% | 0% | -2% | -13% | -5% | 0% | 0%
CC(OC(=O)CN1C(=O)c2ccccc2C1=O)C(=O)N(C)c1ccccc1 (configuration not stated) | -24% | -2 | -4% | 9% | -2% | -3% | 16% | 2% | 0% | -1% | 5%
CCN(CC)CCCN(C(=O)c1cccs1)c1nc(-c2ccc(OC)cc2)cs1 | 10% | -7 | 4% | -63%[inhibitor] | ? | -1% | 1% | -4% | -7% | -12% | -1%
O=C(N/N=C/c1ccc([N+](=O)[O-])o1)c1ccncc1 | ? | 7 | 7% | -38% | ? | -5% | 8% | ? | -2% | -9% | 4%
CC(C)(CO)NC(=O)CC1C(=O)NCCN1Cc1ccc(-c2ccccc2)cc1 (configuration not stated) | 7% | 9 | -2% | 11% | 1% | 3% | 8% | 5% | -1% | -2% | 1%
COc1ccc(NC(=O)C2CC(c3c(F)cccc3Cl)=NO2)cc1OC (configuration not stated) | 11% | 10 | -1% | 0% | 6% | 6% | 7% | ? | -4% | 2% | -9%
O=C1CCc2ccccc2N1Cc1ccccc1 | -5% | -12 | 0% | 25% | -1% | 1% | 4% | -10% | -3% | 15% | 2%
O=C(N/N=C/c1ccc2c(c1)OCO2)C(=O)Nc1ccc2ccccc2c1 | 7% | 5 | . | . | 1% | . | 6% | 18% | . | 0% | -1%
O=C(Nc1ccccn1)c1ccc([N+](=O)[O-])cc1Cl | -18% | -6 | 2%[46.1 µM] | -8% | ? | -1% | -2% | 22% | -3% | -3% | -8%
O=C(COc1nncc2ccccc12)Nc1ccc(F)c(F)c1 | ? | 4 | 0% | . | 7% | -17% | 2% | -14% | 0% | -1% | -7%
Cc1ccc(NC(=O)CCS(=O)(=O)c2cccc3nonc23)cc1 | -14% | 9 | . | -30% | 0% | 0% | -1% | 13% | 1% | -2% | 1%
CC1(C)CC(=O)C(Br)=C(O)C1 | 8% | 2 | 0% | -14% | 3% | 6% | 0% | 8% | 6% | -3% | 1%
CCC(CC)C(=O)N(c1ccc(F)cc1)C1C=CS(=O)(=O)C1 (configuration not stated) | 13% | 2 | -6% | 4% | -14% | -1% | 6% | 4% | -1% | 4% | -11%
CCn1c(SCC(=O)Nc2nc3ccc(C)cc3s2)nc2c(c1=O)SC(C)C2 (configuration not stated) | -12% | -34 | 8% | -32% | ? | -11% | -16% | ? | -2% | -8% | -2%

Entries of single compounds as entered above. Order of screens: Eya2 phos inh | TSHR antag | TCR activator | Integrin act MD | Chronic BCR inh | S-ASM inh | AT treatment | ELG1 DNA repair | PTAP TSG101 blk | Mito fusion act | Tb PFK inh
Cc1ccc(NC(=O)CCS(=O)(=O)c2cccc3nonc23)cc1 reads -14% | 9 | . | -30% | 0% | 0% | -1% | 13% | 1% | -2% | 1%
O=C(N/N=C/c1ccc([N+](=O)[O-])o1)c1ccncc1 reads ? | 7 | 7% | -38% | ? | -5% | 8% | ? | -2% | -9% | 4%
CC(C)(CO)NC(=O)CC1C(=O)NCCN1Cc1ccc(-c2ccccc2)cc1 (configuration not stated) reads 7% | 9 | -2% | 11% | 1% | 3% | 8% | 5% | -1% | -2% | 1%
COc1ccccc1CN(CC(=O)NCc1ccco1)C(=O)CNS(=O)(=O)c1ccc(C)cc1 reads -6% | -5 | -1% | 6% | 13% | 0% | -2% | -13% | -5% | 0% | 0%

Later entries.
SMILES | Eya2 phos inh | TSHR antag | TCR activator | Integrin act MD | Chronic BCR inh | S-ASM inh | AT treatment | ELG1 DNA repair | PTAP TSG101 blk | Mito fusion act | Tb PFK inh
CC(C)c1ccc(/C=C/C(=O)O)cc1 | 0% | 10 | -1% | -8% | 12% | 2% | 1% | 21% | -3% | 1% | -2%
COc1ccccc1CNC(=O)CN(c1ccc(C)cc1)S(=O)(=O)c1c(C)noc1C | -1% | -3 | -8% | -3% | 5% | 4% | -1% | 1% | -5% | 16% | 4%
CCCc1ccc(-c2cc(C(=O)N3CCN(c4ccccn4)CC3)c3ccccc3n2)cc1 | 3% | -18 | 1% | 11% | 2% | -15% | 3% | ? | -13% | 0% | -11%
CSc1ccc(Cl)c(C(=O)NCCOc2cc(C)ccc2C(C)C)c1 | -21% | -11 | -5% | -15% | 6% | -9% | 9% | -24% | -12% | -2% | 3%

As entered above:
Chronic BCR inh with COc1ccccc1CNC(=O)CN(c1ccc(C)cc1)S(=O)(=O)c1c(C)noc1C : 5%
Tb PFK inh with CCCc1ccc(-c2cc(C(=O)N3CCN(c4ccccn4)CC3)c3ccccc3n2)cc1 : -11%
